AT treatment – potential ataxia-telangiectasia treatments restoring KAP-1 phosphorylation | […] A-T fibroblasts, KAP-1 phosphorylation AlphaLISA; neocarzinostatin DNA damage 30 min before lysis | Potency, µM (top dose mostly 57.5 µM), without a hit: at the highest dose activation, usual class: activators | 320,000 compounds, 0.19% hits | AID 485349; note: potency is the fitted concentration of half-maximal effect; % of control where 0% means no effect; nearly all actives have a fitted effect of over 45% in size
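ATM-like activity read as KAP-1 phosphorylation via AlphaLISA donor/acceptor antibody pairs after lysis and 6 hr at 25C. Cells were ATM-null patient fibroblasts ([…], hTERT), dosed 60 min, then exposed to the DSB inducer NCS for 30 min.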
ASM inhibitor – human S-ASM enzyme inhibition. P17405. placental ASM, HMU-PC fluorogenic substrate, 60 min. Potency, µM (series often up to 57.5 µM), inactives show top-dose activity change, negative = inhibition, most hits filed as inhibitors. 340,000 compounds, 0.006% hits. AID 504937; note: potency is the fitted concentration of half-maximal effect
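qHTS format. ASM enzyme prepared from human placenta hydrolyses the fluorogenic substrate HMU-PC0 (9 uM final) over 60 min at 37 °C after a 10 min compound preincubation.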
Mito fusion yeast – inhibitors of mitochondrial division or activators of mitochondrial fusion; Potency, µM (highest dose often 46.1 µM), for inactives: top-dose growth rescue (activation), most hits filed as activators; 320,000 compounds, 0.23% hits; S. cerevisiae fusion-defective mutant growth rescue, CellTiterGlo 48 h;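 note: potency is the fitted concentration of half-maximal effect; % of control where 0% means no effect; nearly all actives have a fitted effect of over 45% in size; temperature-sensitive fusion mutants such as fzo1-1 at 37 °C on non-fermentable ethanol glycerol medium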
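Luminescent cell viability in 1536-well qHTS format served as the measure of rescued growth in ts fusion-mutant S. cerevisiae cultured on non-fermentable YPEG for 48 hours at 37C.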
Integrin act MD – activators of alpha7 integrin expression for muscular dystrophy | Potency, µM (top dose mostly 38.3 µM), without a hit: top-dose activation, actives largely listed as activators | AID 624291 | 350,000 compounds, 0.064% hits | alpha7betagal myoblasts, beta-gal FDG fluorescence, 48 h;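 note: potency is the fitted concentration of half-maximal effect; 100% = response of the positive control SU9516; nearly all actives have a fitted effect of over 60% in size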
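Alpha7betagal+/- myoblasts (passage 13) were plated 16-24 hr, then exposed to compounds (1:260 dilution of DMSO stock) for 48 hours at 37C. After MPER lysis, β-galactosidase reporter activity was read as FDG fluorescence (ex 480/em 540) after 30 minutes.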
TCR activator – activators of T cell receptors | primary human leukocytes, anti-CD3, IL-2 HTRF, 48 h | 330,000 tested, under 10 active | Potency, µM (titrated, usually from 9.22 µM), without a hit: at the highest dose activation of IL-2 secretion, hits mostly activators; note: % of control where 0% means no effect
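Using a-CD3 beads without co-stimulation, primary human leukocytes were exposed to compounds for 48 hr. An HTRF IL-2 kit measured the cytokine, with europium-to-d2 energy transfer producing emission at 665nm upon 320nm excitation.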
BCR signal inh – chronic active BCR signaling inhibition. ABC-DLBCL IkBa-CBG/CBR reporter, luminescence ratio, 4 h. Potency, µM (top dose mostly 46.1 µM), for the others: at the highest dose ratio change, negative = lower green/red ratio, usual class: inhibitors. 340,000 compounds, 0.05% hits; active = well fitted inhibition curve with a large enough effect in the signal ratio, with a control signal flat, not every such curve was filed as active; inconclusive = small, poorly fitted or top-dose-only effect, or effect the other way, or a change in a side signal; the % refers to the signal ratio;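 note: potency is the fitted concentration of half-maximal effect; plate controls were basal doxycycline-induced cells for no effect and cells given 10 µM MG132 for full effect; MG132 reads +100%, hits lower the ratio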
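Compounds up to 46 uM were incubated four hours with TMD8 cells whose green CBG68 luciferase is fused to IkappaBalpha; red CBR luminescence normalised the signal, and concentration-effect curves were fitted to fusion, red and ratio data.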
TSG101-PTAP inh – blocks PTAP/TSG101 interaction to inhibit HIV-1 budding; Q99816; 340,000 tested, under 10 active; AID 493005; Fluorescence polarization, FITC-PTAP peptide / Tsg101 binding; Potency, µM (highest dose often 115 µM), inactives show at the top dose activity change, negative = inhibition, usual class: inhibitors; active = well fitted inhibition curve with a large enough effect in the main read-out, with a control signal flat, not every such curve was filed as active; inconclusive = small, poorly fitted or top-dose-only effect, or effect the other way, or a change in a side signal; inactive = no such curve, though single readings can be large or run the other way; note: potency is the fitted concentration of half-maximal effect; % of control where 0% means no effect
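Fluorescence polarization binding of Tsg101 binding domain (10 uM final) to FITC-labeled PTAP peptide (50 nM final) in HEPES pH 7.5 buffer with NaCl, Tween 20, EDTA, TCEP. Compounds added before peptide; binding 20 min at RT.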
TSHR antagonist – human thyrotropin receptor antagonism; P16473; TSHR-expressing cells, TSH-stimulated cAMP HTRF, 2 h; stronger effect = lower value; activity change, negative = inhibition, % at 11.5 µM; 330,000 compounds, 0.2% hits;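 active = activity change below a set negative limit, meaning inhibition stronger than a set level, cut at about -70% in these data; inconclusive = activity change between two set negative limits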; note: % is set by controls: 0 for no effect and ±100 for the full control effect
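Inhibition of cAMP made by TSHR-expressing cells under TSH stimulation (4nM final, EC80; 2 h, 37 deg C) is quantified with a one-step lysis HTRF kit, anti-cAMP cryptate versus cAMP-d2.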
ELG1 DNA repair – ELG1-dependent DNA repair inhibition; HEK293T ELG1-luciferase reporter, luminescence, 16 h; DNA damage induced by 5-fluorouridine; 330,000 compounds, 2.3% hits; Potency, µM (series often up to 46.1 µM), for the others: at the highest dose activity change, negative = inhibition, most hits filed as inhibitors; note: potency is the fitted concentration of half-maximal effect; % is set by controls: 0 for no effect and ±100 for the full control effect; nearly all actives have a fitted effect of over 55% in size
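Overnight (16 hr) co-exposure of 2,000 cells/well to 5-fluorouridine and compound at 37 °C preceded detection. Luciferase was quantified via ONE-Glo luminescence; loss of signal denotes inhibition.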
Tb PFK block – T. brucei PFK enzyme inhibition | T. brucei PFK, ADP-Glo luminescence | Potency, µM (highest dose often 57.5 µM), for inactives: top-dose activity, negative = inhibition, most hits filed as inhibitors | 330,000 compounds, 0.17% hits;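 note: potency is the fitted concentration of half-maximal effect; 0% = uninhibited 1x PFK enzyme wells and -100% = no-enzyme wells; nearly all actives have a fitted effect of over 60% in size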
Target sequence (O15648 whole entry, looked up): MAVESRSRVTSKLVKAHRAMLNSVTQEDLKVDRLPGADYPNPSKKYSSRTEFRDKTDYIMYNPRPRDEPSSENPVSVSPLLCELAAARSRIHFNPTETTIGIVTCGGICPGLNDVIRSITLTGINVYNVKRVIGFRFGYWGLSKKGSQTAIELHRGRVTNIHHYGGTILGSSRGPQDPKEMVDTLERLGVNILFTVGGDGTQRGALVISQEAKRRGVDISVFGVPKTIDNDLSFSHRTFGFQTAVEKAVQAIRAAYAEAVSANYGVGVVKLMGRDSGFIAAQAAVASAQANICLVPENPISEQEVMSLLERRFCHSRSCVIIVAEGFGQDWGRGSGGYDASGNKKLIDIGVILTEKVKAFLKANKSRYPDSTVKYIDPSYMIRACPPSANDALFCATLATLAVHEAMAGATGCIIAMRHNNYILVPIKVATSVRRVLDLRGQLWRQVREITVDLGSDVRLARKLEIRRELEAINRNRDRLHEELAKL
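Luminescent ADP detection (ADP-Glo, two-step: ATP depletion then ADP-to-ATP conversion for luciferase) reported PFK activity after 45 min room-temperature reaction of 1.25 nM enzyme with 0.5 mM F6P and 0.1 mM ATP at pH 8.0.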
Eya2 phos inh – inhibitors of human Eya2 phosphatase activity. O00167. recombinant Eya2, OMFP fluorescence dephosphorylation (OMFP is methylfluorescein phosphate). Potency, µM (doses to about 76.9 µM), without a hit: at the top dose activity, negative = inhibition, most hits filed as inhibitors. 330,000 compounds, 0.006% hits; note: potency is the fitted concentration of half-maximal effect; % is set by controls: 0 for no effect and ±100 for the full control effect
Target sequence (O00167 whole entry, looked up): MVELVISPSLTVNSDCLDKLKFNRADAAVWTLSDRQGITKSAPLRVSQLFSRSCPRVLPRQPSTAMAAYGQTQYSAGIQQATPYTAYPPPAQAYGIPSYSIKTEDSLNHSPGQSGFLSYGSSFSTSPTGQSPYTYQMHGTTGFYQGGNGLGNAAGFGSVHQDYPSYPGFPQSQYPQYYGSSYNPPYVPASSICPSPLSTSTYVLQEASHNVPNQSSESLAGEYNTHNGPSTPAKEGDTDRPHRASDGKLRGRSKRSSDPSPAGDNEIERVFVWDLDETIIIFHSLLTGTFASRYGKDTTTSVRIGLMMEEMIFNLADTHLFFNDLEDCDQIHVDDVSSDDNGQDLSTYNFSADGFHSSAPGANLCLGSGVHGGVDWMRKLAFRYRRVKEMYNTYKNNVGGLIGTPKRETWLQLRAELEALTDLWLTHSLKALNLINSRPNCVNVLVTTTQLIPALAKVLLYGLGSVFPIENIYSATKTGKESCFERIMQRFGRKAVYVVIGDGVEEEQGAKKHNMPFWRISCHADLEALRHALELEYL
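Eya2 (0.2 uM) preincubated 10 min at ambient with compound, then OMFP substrate added at 50 uM; 10 min reaction in 50 mM HEPES pH 7.5, 50 mM NaCl, 5 uM MgCl2, 0.05% BSA, 1 mM DTT. Fluorescence read at Ex 485/Em 525 nm.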
The depositor's hits bear a star; ? = inconclusive; . = no result given; & = joins results of further samples; [ ] = remark or other dose. Unless noted, calls come from the whole dose curve; as a rule, active = well fitted curve in the direction sought with a large enough effect; inconclusive = small, poorly fitted or top-dose-only effect, or another doubt; inactive = no such curve, though single readings can be large; an effect the other way counts as inactive or inconclusive.

Each structure is followed by: AT treatment, ASM inhibitor, Mito fusion yeast, Integrin act MD, TCR activator, BCR signal inh, TSG101-PTAP inh, TSHR antagonist, ELG1 DNA repair, Tb PFK block, Eya2 phos inh
- Cc1cccc(CCNS(=O)(=O)c2ccc(S(=O)(=O)N3CCCCC3)cc2)c1
    3%, 3%, 2%, -5%, -1%, 16%, -6%, -8, 7%, 0%, 14%
- CC(C)[C@@H](CO)NC(=O)c1ccc2c3n(nc2c1)-c1ccccc1CO3
    19%, 13%, -88%[inhibitor], 23%, 2%, ?, -5%, 9, ?, -19%, -4%
- O=Cc1c(F)cccc1N1CCCC1
    -6%, 0%, 1%, 5%, 2%, 2%, -3%, 19, 7%, 1%, -8%
- O=C(Nc1ccccc1N1CCCC1)C1=COCCO1
    0%, 5%, 1%, -23%, -4%, -1%, -2%, 2, 8%, -2%, 5%
- CCNC(=O)COn1c(SCC(=O)NCC)nc2ccccc2c1=O
    -1%, 3%, 4%, 5%, ., -19%, -6%, 7, 15%, 2%, 7%
- CSc1n[nH]c(-c2ccc(C(F)(F)F)cc2)n1
    ?, 0%, 3%, -8%, 6%, ?, -6%, 22, ?, 4%, 8%
- Cc1noc(C)c1S(=O)(=O)N(C)C[C@H]1Oc2ccc(NS(=O)(=O)c3cn(C)cn3)cc2C(=O)N([C@H](C)CO)C[C@@H]1C
    11%, -4%, ., 28%, -2%, ?, -6%, 0, 4%, -2%, -21%
- CN(CC1CCCO1)S(=O)(=O)c1ccc(C(=O)Nc2nnc(-c3ccccc3)o2)cc1 (centres undefined)
    -6%, 1%, 4%, -57%[inhibitor], 10%, ?, 0%, 14, ?, 3%, 7%
- CNC(=O)N(O)C1N(/N=C/c2ccccc2OC)C(=S)SC1(C)C (centres undefined)
    0%, -1%, -4%, 0%, -5%, ?, -1%, 1, 0%, 2%, -10%
- COc1ccccc1NC(=O)c1ccc(NS(C)(=O)=O)cc1
    -7%, 5%, -1%, ?, 1%, ?, -11%, 17, 11%, -4%, 5%
- O=C(NCc1ccccc1)c1ccc(Cn2cc(C(F)(F)F)ccc2=O)cc1
    2%, -2%, -1%, 12%, 4%, 10%, -5%, -11, -6%, -6%, -4%
- CCC(C)[C@H](NC(=O)NCCCN1CCOCC1)C(=O)OC (some centres undefined)
    -4%, -2%, 0%, -1%, 7%, 1%, -6%, 4, -7%, 0%, -5%
- CCCN1CCCc2cc(CN(CCCN3CCOCC3)C(=O)Nc3ccc(OCC)cc3)ccc21
    -9%, 0%, -1%, -36%[7.66 µM], ., 7%&3%, -10%, 14, -28%, -8%, -14%
- CC1CCCCC1NC(=O)COC(=O)CNC(=O)c1cccc(F)c1 (centres undefined)
    7%, -1%, 8%, 1%, -4%, 8%, -1%, -4, -3%, -17%, 13%
- Nc1nnc(SCc2ccc3c(c2)OCO3)s1
    ., 4%, -4%, 2%, -5%, ., -3%, ., ., ., .
- COc1ccccc1N(CN1CCCC1=O)C(=O)c1c(F)cccc1Cl
    -5%, 1%, 0%, 2%, -2%, 6%, 0%, 12, 7%, 11%, -8%
- N#CC1=C(N)C(C#N)(C#N)C(c2ccncc2)C2CN(C(=O)OCc3ccccc3)CC=C12 (centres undefined)
    1%, 57%[activator], -3%, -48%[inhibitor], -3%[46.1 µM], ?, 0%, -39, -25%, -3%, 3%
- CCOc1ccc(NC2=NCC(=O)N2CCc2ccccc2)cc1
    7%, 0%, 2%, -18%, -5%, -13%, -3%, -12, -13%, 0%, 1%
- Cc1cc(C)n(-c2ccc(C(=O)C(C#N)c3nc4ccccc4n3C)cc2)n1 (centres undefined)
    6%, 6%, 1%, -3%, 0%, -1%, -5%, -14, 0%, 0%, -12%
- COc1ccc(Nc2nc(=O)c3cc([N+](=O)[O-])ccc3s2)cc1
    1%, -2%, -13%, -2%, 2%, ?, -1%, 0, 12%, 0%, 12%
- Cc1cc(C(=O)COC(=O)c2ccncc2)c(C)n1CCc1ccc(F)cc1
    -5%, -2%, -7%, 34%, 14%, 18%, -2%, -9, 1%, 2%, -5%
- CCN(CC)S(=O)(=O)c1ccc(/C=C/C(=O)OCC(=O)N(C(C)C)C(C)C)cc1
    -1%, 0%, 10%, 0%, 5%, -2%, 1%, -6, 3%, 1%, -12%
- CCOC(=O)C1=C(c2ccccc2)Nc2ncnn2C1c1cccc(OC)c1OC (centres undefined)
    10%, 9%, -2%, -4%, -1%, 4%, 0%, -11, 18%, -4%, 1%
- CC(OC(=O)Cc1n[nH]c(=O)c2ccccc12)C(=O)Nc1ccccc1[N+](=O)[O-] (centres undefined)
    13%, -4%, -1%, 7%, 4%, -3%, 0%, 4, 9%, -1%, -11%
- CN1CCC(=NNC(=O)CN(c2cccc(Cl)c2)S(C)(=O)=O)CC1
    6%, -1%, 0%, -3%, -2%, -3%, 1%, 3, 15%, 4%, 3%
- CC(=O)N1CCN(Cc2nc3cc(NC(=O)Nc4ccccc4)ccc3n2C)CC1
    0%, -1%, 3%, 5%, 6%, 1%, 0%, 0, ?, -1%, 3%
- COCCn1c(SCC(=O)NNC(=O)c2cc(Cl)ccc2OC)nnc1-c1ccncc1
    -1%, 11%, 0%, 14%, ., -10%, -5%, -7, 0%, -3%, -6%
- Cc1cc(C)nc(SCc2n[nH]c(=S)n2C)n1
    3%, 1%, -3%, 21%, 5%, ?, -4%, -1, ?, 2%, -9%
- CCOCCCNC(=O)C1(O)c2cc(Br)ccc2NC(=O)N1c1cccc(OC)c1 (centres undefined)
    -9%, 2%, -6%, 12%, -5%, ?, -4%, -4, -2%, -3%, -10%
- COc1cc2oc(=O)c3c(c2cc1OCC(=O)c1c(C)n(C)c2ccccc12)CCCC3
    4%, 20%, -1%, -8%, -3%[46.1 µM], 1%, 1%, 5, 10%, -2%, 8%
- COc1ccc(S(=O)(=O)Cc2ccc(C(=O)NCc3ccc(F)cc3)o2)cc1
    3%, ., -1%, ., ., -17%, ., -1, ?, -3%, -3%
- Nc1nc(-c2cc(Cl)cc(Cl)c2OC(F)F)cs1
    1%, -1%, 4%, 18%, -3%, ?, -2%, -12, 9%, -4%, -4%
- CN(C)c1ccc(/C=c2\sc3n(c2=O)CCCN=3)cc1
    -3%, 2%, -7%, -27%, 5%, ?, 15%, -19, ?, 0%, 14%
- CCOc1ccc(C2c3[nH]c4ccccc4c3C[C@H]3C(=O)N(C4CC4)CC(=O)N23)cc1OC (some centres undefined)
    -9%, -9%, -8%, -34%, 7%, -8%, -5%, -1, ?, -1%, -3%
- COc1cccc(N2CCN(C(=O)c3ccc(CS(=O)Cc4ccc(Cl)cc4)o3)CC2)c1 (centres undefined)
    -1%, -2%, 19%, 0%, 0%, 0%, -4%, -9, 21µM*, 0%, 0%
- Cc1cc(C(=O)CCC(=O)N2CCN(c3ccccc3F)CC2)c(C)s1
    -5%, -2%, 0%, -44%, -5%, -5%, -1%, 6, -16%, 0%, -3%
- COc1ccc(NC(=O)CC2(CC(=O)O)CCCC2)cc1
    -2%, 0%, 14%, 11%, -3%, -4%, -4%, 5, -1%, 0%, ?
- Cc1nn(-c2ccccc2)c(C)c1/C=N/NC(=O)CSc1nnc(SCc2ccc(Cl)cc2)s1
    -1%, -13%, 9%, -25%, 1%[46.1 µM], ?, -3%, -19, ?, 0%, -6%
- CCC1CCCCN1C(=O)COc1ccc(S(=O)(=O)N2CCOCC2)cc1Cl (centres undefined)
    4%, -1%, -1%, -23%, 3%, -3%, -8%, 12, 3%, -4%, 8%
- Cc1cc(-c2cc(-c3ccc(Cl)cc3)on2)nc(NC2CCCC2)n1
    ?, 4%, -102%[inhibitor], 17%, -4%, 10%, -9%, 8, 7%, 2%, -3%
- COc1ccc(-c2noc(CN(C)S(=O)(=O)c3ccc(Cl)cc3)n2)cc1OC
    4%, -4%, 2%, -15%[7.66 µM], 0%, -4%, -8%, -5, ?, 0%, 2%
- CCOC(=O)c1sc(NS(=O)(=O)c2ccc(C)cc2)nc1C
    -8%, -2%, 2%, -4%[7.66 µM], ., -3%, -3%, 9, -1%, 1%, 11%

Assay outcomes from PubChem.
